HEK293 NFkB inh = inhibitors of PMA/ionomycin-induced NF-kB reporter, primary screen, antigen receptor NF-kB inhibitor project, cell-based, HEK-293 luciferase reporter, luminescence; HEK-293 NF-kB luciferase reporter; inhibition, % at 3 µM; 62,000 compounds, 0.21% hits;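 active means inhibition above the mean of all tested compounds plus 3 SD, cut at about 40% in these data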;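 further: 0% = stimulated DMSO wells and 100% = 10 µM reference inhibitor 5653914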
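Reagent: PMA plus ionomycin mix as NF-kB-activating stimulus. Assay system: NF-kB luciferase reporter HEK-293 cells. Technique: luminescence from luciferase substrate reagent. Incubation: 1 h compound pre-incubation, 16 h PMA/ionomycin at 37 °C. Benchmarks: DMSO only as uninhibited control, 10 µM reference inhibitor as full inhibition. Repeats: tested once.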
JNK3 inh = JNK3 kinase activity inhibitors, primary screen, biochemical, human, purified enzyme. Mitogen-activated protein kinase 10 (Homo sapiens), P53779. HTS. inhibition, % at 8 µM. 60,000 compounds, 0.61% hits. AID 746, 2007; in the data active means inhibition above about 17%;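 further: 0% = DMSO and 100% = reference inhibitor; many of its hits are not listed in these tables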
ROCK2 inh = inhibitors of human ROCK2 kinase, primary screen, biochemical, high-throughput, luminescence. Rho-associated protein kinase 2 (Homo sapiens), O75116. purified ROCK2, Kinase-Glo ATP depletion luminescence. inhibition, % at 6 µM. 60,000 compounds, 0.35% hits. AID 604, 2007;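 active means inhibition above the screen-wide mean inhibition plus 3 SD, cut at about 18% in these data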;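 further: plate controls were DMSO wells for no effect and Y-27632 control wells after no-enzyme background subtraction for full effect; many of its hits are not listed in these tables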
Target sequence (O75116 whole entry, looked up): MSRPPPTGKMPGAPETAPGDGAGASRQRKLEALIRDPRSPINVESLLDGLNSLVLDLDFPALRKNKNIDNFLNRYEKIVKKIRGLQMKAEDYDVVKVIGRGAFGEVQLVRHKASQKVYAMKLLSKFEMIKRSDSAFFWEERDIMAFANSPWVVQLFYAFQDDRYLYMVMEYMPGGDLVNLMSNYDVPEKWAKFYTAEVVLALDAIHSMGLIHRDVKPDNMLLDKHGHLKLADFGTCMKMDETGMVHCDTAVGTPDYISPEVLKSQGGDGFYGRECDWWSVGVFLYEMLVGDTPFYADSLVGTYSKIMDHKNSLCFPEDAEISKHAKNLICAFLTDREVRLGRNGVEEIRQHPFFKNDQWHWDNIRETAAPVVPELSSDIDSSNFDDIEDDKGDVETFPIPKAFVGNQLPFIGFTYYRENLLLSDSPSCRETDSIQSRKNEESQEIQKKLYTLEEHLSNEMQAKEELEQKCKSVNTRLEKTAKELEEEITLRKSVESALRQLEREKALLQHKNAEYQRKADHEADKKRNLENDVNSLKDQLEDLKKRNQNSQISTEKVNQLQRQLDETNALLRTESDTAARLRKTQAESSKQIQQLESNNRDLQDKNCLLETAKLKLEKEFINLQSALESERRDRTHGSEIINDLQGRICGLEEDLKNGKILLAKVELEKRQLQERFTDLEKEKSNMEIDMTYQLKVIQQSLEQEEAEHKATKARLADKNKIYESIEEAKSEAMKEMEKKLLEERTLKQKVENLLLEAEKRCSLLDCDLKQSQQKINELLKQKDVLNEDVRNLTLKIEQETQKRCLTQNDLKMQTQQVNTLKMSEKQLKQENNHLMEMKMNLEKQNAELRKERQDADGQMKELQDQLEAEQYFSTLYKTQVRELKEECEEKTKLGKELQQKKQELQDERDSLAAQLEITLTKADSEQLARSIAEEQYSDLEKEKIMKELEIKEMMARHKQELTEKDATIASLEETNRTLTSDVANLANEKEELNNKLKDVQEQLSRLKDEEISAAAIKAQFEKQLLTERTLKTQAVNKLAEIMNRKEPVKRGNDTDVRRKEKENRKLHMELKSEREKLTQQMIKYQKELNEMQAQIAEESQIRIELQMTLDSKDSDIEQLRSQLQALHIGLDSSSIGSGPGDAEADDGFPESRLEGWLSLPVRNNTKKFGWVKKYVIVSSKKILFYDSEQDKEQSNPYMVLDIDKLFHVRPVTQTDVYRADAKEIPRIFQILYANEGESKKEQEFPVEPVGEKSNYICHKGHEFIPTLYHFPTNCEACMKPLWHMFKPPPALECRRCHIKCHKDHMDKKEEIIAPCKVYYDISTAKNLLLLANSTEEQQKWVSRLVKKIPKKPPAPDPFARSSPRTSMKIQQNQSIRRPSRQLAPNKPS
NADH coupling = inhibitors of PK/LDH coupling enzymes, profiling panel, artefact control, biochemical, MLSMR library; coupled PK/LDH NADH assays, four targets; IC50, µM (titrated, usually from 10 µM), inactives show top-dose inhibition; 65,000 compounds, 0.02% hits; AID 774, 2007;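 active means single-dose screening hits from any of four coupled enzyme assays that gave an IC50 when retested across doses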;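 further: the DPM-DC format reads NADH fluorescence rather than 340 nm absorbance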
Autofluor 339 = intrinsic fluorescence of library compounds, ex339/em460 – biochemical, MLSMR library, data from DPM-DC assay, artefact control, profiling panel; compound autofluorescence, ex339/em460 nm, NADH buffer; hits give high values; 1 = no-compound wells, NADH background; fluorescence fold increase at 10 µM; 65,000 compounds, 5.5% hits; AID 709, 2007;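 active means at 10 µM, mean starting fluorescence two-fold or more over control wells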;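 further: signal is the first read of a kinetic run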
MMP13 inh = human MMP13 inhibitors, primary screen, biochemical, FRET peptide cleavage | AID 570, 2006 | inhibition, % at 4 µM | MMP-13 fTHP FRET cleavage, Mca fluorescence | 65,000 compounds, 0.07% hits;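 active means inhibition above the mean of compound-free control plate wells plus 3 SD, cut at about 14% in these data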;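 further: 0% = DMSO wells and 100% = wells with reference MMP-13 inhibitor after basal subtraction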
Ecoli tolC = growth inhibitors of E. coli tolC mutant, primary screen, strain BW25113 ΔtolC::kan, 384-well | 65,000 compounds, 2.2% hits | AID 573, 2007 | growth inhibition, % at 10 µM (by protocol) | OD615;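 active means growth inhibition at or above a cutoff equal to the mean over every tested compound plus 3 SD, cut at about 60% in these data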;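 further: growth measured after 20 h incubation at 37 °C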
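Doses: one dose of 10 µM final / Material: E. coli BW25113 ΔtolC::kan, tolC deletion mutant strain / Buffer or medium: LB with kanamycin 50 µg/mL / Evaluation: percent growth inhibition / Detection: optical density read at 615 nm / Incubation: 37 °C, 20 h exposure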
PKA kinase inh = inhibitors of human PKA kinase activity, primary screen, biochemical, ATP-depletion luminescence, Kemptide substrate. PKA Kemptide phosphorylation, Kinase-Glo ATP luminescence. inhibition, % at 6 µM. 65,000 compounds, 0.1% hits. AID 524, 2006;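 active means inhibition above the screen-wide mean inhibition plus 3 SD, cut at about 21% in these data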; further: many of its hits are not listed in these tables
A340 absorber = compound light absorbance at 340 nm, profiling panel, artefact control, biochemical, MLSMR library, data from PS, PMK, MK assays; AID 708, 2007; compound absorbance at 340 nm, fold over control; fold change at 10 µM; 65,000 tested, under 10 active;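 active means at 10 µM dose, initial 340 nm absorbance at least 2 fold that of control wells; inactive means change under 2 fold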;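 further: initial absorbance extrapolated from kinetic A340 decline of NADH oxidation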
The depositor's hits bear a star; nt = not tested or not shown; [ ] = another dose, or the depositor's remark. These rows are one share of the data; the hit share may differ from the screen's.

SMILES	HEK293 NFkB inh	JNK3 inh	ROCK2 inh	NADH coupling	Autofluor 339	MMP13 inh	Ecoli tolC	PKA kinase inh	A340 absorber
N#Cc1c(NC(=O)CSC2=NCCS2)sc2c1CCCC2	-3	-2	-7	3%	1.1	-2	32	2	1.1
COc1nc(Oc2ccc(=O)n(C)n2)nc(N(C)C)n1	-2	4	0	1%	1	0	-2	-4	1
N#CCc1ccc(NS(=O)(=O)c2cccs2)cc1	17	-6	3	1%	0.95	-2	-9	1	1.1
CCCCCn1c(=O)[nH]c2cc(C(=O)NCCN3CCOCC3)ccc2c1=O	17	nt	nt	4%	1.3	-6	6	1	0.98
O=C(CN1C(=O)C2CC=CCC2C1=O)Nc1ccc(S(=O)(=O)NC2=NCCCCC2)cc1 (stereo unspecified)	12	3	3	1%	1.1	-2	-10	7	1
COc1cccc(-c2nc(CS(=O)(=O)CC(=O)Nc3cc(C)ccc3C)c(C)o2)c1	9	-2	3	1%	1	1	-15	-2	0.99
C=CCn1c(=O)c2ccccc2n2c(Sc3nnnn3-c3ccccc3)nnc12	2	-10	4	5%	1.1	-9	-10	10	1
COCc1cc(C)nc(N2CCN(c3ccccc3)CC2)c1C#N	1	0	3	0%	1.2	2	29	5	1
Cc1ccc(S(=O)(=O)NCCC(=O)N2CCN(Cc3ccccc3)CC2)cc1	17	6	2	5%	1	2	0	-2	1
O=C(Nc1cnn(Cc2ccc(Cl)cc2)c1)C1CCCC1	21	-4	-2	3%	1	-2	5	2	1
CCN(CC)S(=O)(=O)c1ccc(C(=O)NCCc2cc3c(OC)ccc(OC)c3[nH]c2=O)cc1	-1	-4	7	6%	1.1	2	18	9	1
Cc1c(C)[n+](=O)c2c(n1[O-])CCCCC2	22	-4	-4	4%	0.98	0	-31	-4	0.97
CCOc1ccc(NC(=O)CSc2nnnn2CC(=O)O)cc1	18	-1	-1	1%	1.1	1	-25	5	1
O=C(COC(=O)c1cncc(Br)c1)NCc1ccco1	9	nt	nt	5%	1.1	1	20	-2	1
COCCn1cnc2cc(C)c(C)cc21	4	4	1	5%	1.1	-11	-2	0	1.1
CC1(C)CC(=O)c2c(nc3ccccc3c2N)C1	26	4	-8	4%	2.8*	-23	11	-3	1.1
CCCSc1nc2c(c(=O)[nH]c(=O)n2C)n1C	6	7	-2	5%	1.1	3	5	0	1
COc1cc(CC(=O)Nc2ncc(C)s2)cc(OC)c1OC	13	42*	3	2%	1	-5	-30	2	0.99
COc1cccc2cc(NC(=O)C3CCCCC3)c(=O)oc12	-45	4	2	4%	1.5	0	3	7	1.1
c1ccc2c(c1)c1c3n2CCNC3CCC1 (stereo unspecified)	7	-8	-2	1%	1	-3	-16	-2	0.98
Cc1ccc(NC(=O)NC(=O)N(c2ccccc2)S(C)(=O)=O)cc1	6	0	7	2%	1	0	-17	7	1
O=c1c(Cc2ccccc2O)c(O)nc2n1CCCS2	5	-3	1	8%	1.1	4	4	-2	1
Cc1ccc(C)c(N(C(=O)Cn2nnc3ccccc32)C(C(=O)NCc2ccco2)c2ccncc2)c1 (stereo unspecified)	11	-14	3	1%	1.1	5	3	4	1.1
O=C(c1noc2c1CCCC2)N1CCN(Cc2ccccc2)CC1	11	0	6	5%	1.1	-7	-1	11	1
Cc1ccc(-n2nc3c(c2NC(=O)CCC2CCCCC2)CS(=O)C3)cc1 (stereo unspecified)	12	0	-3	7%	1.1	8	25	-4	1

The list goes on, overlapping the part above by four compounds.
SMILES	HEK293 NFkB inh	JNK3 inh	ROCK2 inh	NADH coupling	Autofluor 339	MMP13 inh	Ecoli tolC	PKA kinase inh	A340 absorber
O=c1c(Cc2ccccc2O)c(O)nc2n1CCCS2	5	-3	1	8%	1.1	4	4	-2	1
Cc1ccc(C)c(N(C(=O)Cn2nnc3ccccc32)C(C(=O)NCc2ccco2)c2ccncc2)c1 (stereo unspecified)	11	-14	3	1%	1.1	5	3	4	1.1
O=C(c1noc2c1CCCC2)N1CCN(Cc2ccccc2)CC1	11	0	6	5%	1.1	-7	-1	11	1
Cc1ccc(-n2nc3c(c2NC(=O)CCC2CCCCC2)CS(=O)C3)cc1 (stereo unspecified)	12	0	-3	7%	1.1	8	25	-4	1
CCOC(=O)C1=C(NC#N)OC(C)=C(C)C1c1ccc(O)cc1 (stereo unspecified)	-1	-1	4	4%	1.1	-6	-4	12	0.99
Cc1cc(NC(=O)c2cc(-c3ccco3)on2)n(-c2ccccc2)n1	-3	0	10	2%	1.1	0	-13	8	0.99
CCOC(=O)NC(=O)CSc1nnnn1-c1ccc(C)cc1	17	-3	5	3%	1	2	2	7	1
Cc1ccc(OCC(=O)NCc2ccco2)cc1C	11	8	-1	2%	1.1	-1	0	-4	1
Cc1cc(NC(=O)CSc2nc3c(c(=O)n2CCc2ccccc2)SC(C)C3)no1 (stereo unspecified)	13	-2	-1	4%	1.1	0	-1	-1	1.1
CCN(CC)CCCNC(=O)c1cc(-c2cccc(Cl)c2)on1	-7	1	5	7%	1.1	2	-13	3	0.96
Cc1ccc(S(=O)(=O)c2cc3c(=O)n4ccccc4nc3n(Cc3ccco3)c2=N)cc1	23	nt	nt	10%[fluoresces]	3.6*	-317[fluorescence artefact?]	19	7	1.2
CCN1CCN(Cc2ccc(NC(=O)Nc3ccccc3Cl)cc2)CC1	-22	5	1	2%	1.1	4	-13	5	1
O=C1CCCC2=C1C(c1ccsc1)CC(=O)N2c1ccccc1 (stereo unspecified)	2	4	5	1%	1	7	-23	13	0.99
O=C(Nc1ncnc2c1CCC2)C12CC3CC(CC(C3)C1)C2	22	4	-9	10%	1.1	1	-15	2	0.99
CCOC(=O)c1[nH]c(C)c(C(=O)NCCC2=CCCCC2)c1C	0	-9	0	5%	1.2	2	-3	1	1
c1ccc(-n2ncc3c(NCc4ccccn4)ncnc32)cc1	2	nt	nt	6%	1.1	-17	6	8	1
CCOC(=O)c1ccc(Nc2cc(C)nc(N3CCOCC3)n2)cc1	5	6	8	9%	3*	-38[fluorescence artefact?]	40	9	1.1
CCOC(=O)c1cn(CC(=O)Nc2ccc(C(C)C)cc2)nn1	-9	2	2	7%	1.2	1	4	3	1
COc1ccc(C2C3=C(CC(C)(C)CC3=O)Nc3n[nH]c(C)c32)cc1 (stereo unspecified)	3	nt	nt	2%[fluoresces]	2.3*	-47	12	7	1.1
N/C(=N\S(=O)(=O)c1cccs1)c1ccccc1	9	-2	-2	7%	1.1	-1	-7	-4	1
Cc1cc(C)cc(CC2CC(=O)N(c3cc(C)on3)C2=O)c1 (stereo unspecified)	nt	5	8	6%	1.1	-1	1	4	1
CN(C)/C=C(\C#N)c1nc2ccccc2[nH]1	11	-7	6	2%	1	3	9	10	1.1
COc1ccc(CN2C(=O)c3cccnc3C2Nc2cc(Cl)c(OC)cc2OC)cc1 (stereo unspecified)	19	-3	2	24%	1.1	5	-1	2	1.1
CCC(=NCc1ccccc1)C1=C(O)C(C(=O)OC)C(C)(C)CC1=O (stereo unspecified)	11	2	0	6%	1	0	-9	0	1
C(=N\n1cnnc1)/c1cn(Cc2ccccc2)c2ccccc12	15	-4	6	11%	1	-3	11	9	1.1
COc1ccccc1Nc1nc(N)nc(CN2CCN(c3ccccc3)CC2)n1	1	-2	0	1%	1.2	-1	-3	6	1.1
CCOC(=O)c1oc2ccc(Br)cc2c1NC(=O)CN1CCN(C)CC1	19	5	3	10%	1.1	0	2	0	1
Cc1noc(COc2ccccc2OCC(O)CNC(C)(C)C)n1 (stereo unspecified)	nt	1	1	1%	1	-1	3	4	1
O=C1c2cccnc2C(Nc2ccc(S(=O)(=O)N3CCCCCC3)cc2)N1Cc1ccccc1 (stereo unspecified)	12	3	-7	8%	1.1	5	15	1	1
Further records
SMILES	HEK293 NFkB inh	JNK3 inh	ROCK2 inh	NADH coupling	Autofluor 339	MMP13 inh	Ecoli tolC	PKA kinase inh	A340 absorber
CC1=C(C(=O)Nc2ccccc2)C(c2ccncc2)C(C#N)=C(SCC(=O)NC2CC2)N1 (stereo unspecified)	5	6	6	5%	1.2	7	7	2	1
COC(=O)[C@H](CCSC)NC(=O)NCc1cccs1	18	0	4	10%	1.1	7	-5	4	1
Cc1nc2sc(C(c3ccc(F)cc3)N3CCOCC3)c(O)n2n1 (stereo unspecified)	20	0	4	7%	1.1	0	-15	10	0.98
O=C(CSc1nnc(-c2ccc(S(=O)(=O)N3CCOCC3)cc2)o1)c1ccccc1F	-5	-2	-2	6%	1.1	9	-22	-1	1.1
Cc1cc(C)n2ncc(C(=O)NCc3cccnc3)c2n1	15	-1	4	7%	3.6*	-66[fluorescence artefact?]	-8	10	1
CCN1C(=O)CSC1=NC1C2CC3CC(C2)CC1C3 (stereo unspecified)	nt	nt	nt	2%	1.1	nt	88*	nt	1
Cc1ccc(S(=O)(=O)Cn2nnnc2CN2CCOCC2)cc1	4	-5	1	2%	1.1	-22	-24	2	1
COc1cc(C2Nc3cccc4cccc(c34)N2)ccc1OC(C)=O	8	0	5	7%	1.5	5	7	5	1.1
CC(C)c1cc(NCCN2CCOCC2)n2c(nc3ccccc32)c1C#N	nt	-6	7	5%	1.9	-18	1	1	1
O=C(CCCn1c(SCC(=O)NC2CCCC2)nc2ccccc2c1=O)NCC1CCCO1 (stereo unspecified)	16	nt	nt	8%	1	7	-6	5	1
N#Cc1c(N)oc(-c2cccs2)c1-c1cccs1	4	6	1	5%	1.8	-6	19	7	1
CCc1c(C)c2ccc(OCC(=O)OC(C)C)c(C)c2oc1=O	11	-6	5	8%[fluoresces]	3.6*	-14	2	10	1.1
COc1cc(NC2c3ccccc3C(=O)N2c2ccc(C)cn2)cc(OC)c1OC (stereo unspecified)	-6	4	4	1%	1	0	-19	3	1
CCn1c(SC)nnc1-c1nnc(SC)n1CC	0	nt	nt	5%	1.1	8	-4	1	1.1
O=C(NC1CC2CCCC(C1)N2S(=O)(=O)c1ccccc1)c1ccccc1 (stereo unspecified)	17	-6	3	8%	1.1	-1	12	1	0.97
O=C(CC1Oc2ccccc2NC1=O)NCCCN1CCCC1=O (stereo unspecified)	5	2	-7	3%	1.1	-9	-2	-6	1
COCc1cc(C)n(CC(=O)Nc2ccccc2C(=O)OC)c(=O)c1C#N	13	2	0	12%	2.8*	-9	0	8	1.1
CC1(C)Nc2ccccc2N(CCC(=O)N2CCOCC2)C1=O	-1	-5	7	5%	1.1	-7	-7	8	1
CCCCCOC(=O)Cn1c(SCC(=O)Nc2ccccc2)nc2c1c(=O)[nH]c(=O)n2C	14	-7	4	5%	1.1	0	3	5	1
CCOc1cc(C)c(Cl)cc1S(=O)(=O)NCC1CCCO1 (stereo unspecified)	0	4	4	3%	1.1	3	4	7	1
Clc1ccc(CSC2=NCCCN2)cc1Cl	27	-5	-4	4%	1.1	4	0	-4	1
c1cncc(-c2cccnc2)c1	-6	-2	4	3%	1.1	-2	-23	5	0.96
